# Yp Topo-I inh – Y. pestis Topo-I inhibition via cleavage products. Y. pestis Topo-I cleavage product accumulation, plate reader. activity, % at 10 µM. 360,000 compounds, 0.064% hits; in the data active means activity above about 50%, passing the limit was not always enough; further: inactives centre near 2
# Mtb UGM inh – inhibitors of M. tuberculosis UDP-galactopyranose mutase | purified UGM, fluorescence polarization probe displacement | inhibition, % at 10 µM | 320,000 compounds, 0.06% hits; in the data active means inhibition above about 10%, passing the limit was not always enough
# FadD28 FP inh – inhibitors of Mycobacterium tuberculosis FadD28 bisubstrate binding; AID 588549; inhibition, % at 12.5 µM; FadD28 bisubstrate probe binding, fluorescence polarization; 360,000 compounds, 0.22% hits; in the data active means inhibition above about 8.5%, passing the limit was not always enough
# TcdB GH inh – inhibitors of Clostridioides difficile toxin B glycohydrolase. P18177. 350,000 compounds, 0.24% hits. AID 652162. TcdB glycohydrolase enzymatic assay, plate reader. inhibition, % at 9.99 µM; in the data active means inhibition above about 10%
# PfHsp40 rescue – compounds rescuing yeast from Plasmodium falciparum HSP40 toxicity; 340,000 compounds, 0.68% hits; S. cerevisiae expressing PfHsp40, growth rescue, ATP luminescence; growth rescue, % at 12.5 µM; in the data active means growth rescue above about 28%, passing the limit was not always enough;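 further: yeast W303a lacking pdr1 and pdr3 grown in galactose medium; growth measured after three days at 30 °C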
# FBA Mtb inh – Mtb fructose-bisphosphate aldolase inhibition; inhibition, % at 1 µM; 360,000 compounds, 2.3% hits; purified M. tuberculosis FBA, fluorescence read-out; P9WQA3; in the data active means inhibition above about 27%;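 further: 0% = vehicle and 100% = reference inhibitor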
# BioA inh – inhibitors of Mycobacterium tuberculosis BioA enzyme. 360,000 compounds, 0.096% hits. inhibition, % at 9.99 µM. purified M. tuberculosis BioA enzyme, plate reader; in the data active means inhibition above about 40%
# GDH-TPI counter – counter-screen for M. tuberculosis FBA inhibitors: GDH-TPI coupled enzymes; GDH-TPI coupled enzyme counterscreen, NADH absorbance; 360,000 compounds, 1.2% hits; inhibition, % at 4.8 µM; AID 588335; in the data active means inhibition above about 30%;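 further: 0% = DMSO wells and 100% = wells lacking the enzyme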
# Vc quorum ag – induces V. cholerae light production without autoinducers. V. cholerae BH1578 lux reporter, luminescence, 6 h. activation, % at 18.7 µM. 350,000 compounds, 0.16% hits; in the data active means activation mostly above about 9.7%, no sharp cut-off; further: not every result past the cut was called active; inactives centre near 0; reference of the scale not given here
# Active calls of the source: *; i = inactive; x = not tested or not shown.
SMILES,Yp Topo-I inh,Mtb UGM inh,FadD28 FP inh,TcdB GH inh,PfHsp40 rescue,FBA Mtb inh,BioA inh,GDH-TPI counter,Vc quorum ag
Cc1nn(Cc2noc(C(=O)NCCc3ccccn3)n2)c(C)c1Br,-10,-0.4,1.9,1.9,-0.6,0,-3.0,10,-0.7
COC(=O)CSc1nnc(-c2ccc(S(=O)(=O)N3CCCCC3)cc2)o1,14,-1.7,-2.7,x,0.6,8,x,-5,1.2
CCN(CC)S(=O)(=O)c1ccc(N2CCOCC2)c(NC(=O)c2cc(Cl)c3c(c2)OCO3)c1,13,-1.2,-0.8,-0.2,1.5,2,-3.3,1,-1.2
O=C(N/N=C/c1ccncc1)c1nn(Cc2ccccc2)c(=O)c2ccccc12,4,-0.3,0.0,1.0,-1.5,-1,x,5,-0.4
Cc1ccc(S(=O)(=O)N2CCN(C(=O)c3ccco3)CC2)c(C)c1,11,-2.2,-0.3,-0.3,-1.0,-2,0.9,-3,i
O=C(N/N=C/c1c(O)n(Cc2ccc(F)cc2)c(=O)[nH]c1=O)c1ccccc1,6,-1.7,-2.9,0.7,1.7,1,6.4,18,i
COc1ccc(/C=C2\SC(=S)N(CC3CCCO3)C2=O)cc1 (stereo unspecified),1,-0.3,-2.9,1.4,-1.3,-3,x,7,-0.4
Cc1cccc(OCc2nc(C#N)c(NCCN(C)C)o2)c1,-6,-2.9,-2.4,1.3,-0.5,1,0.9,-8,-0.1
CCCOC(=O)C1=C(C)NC2=C(C(=O)CCC2)C1c1cc(OC)ccc1OC (stereo unspecified),-7,-2.9,-2.1,x,0.0,-2,-1.4,20,i
COc1ccccc1-c1coc2cc(OCC(=O)OCc3ccccc3)ccc2c1=O,34,-0.7,-4.5,-0.4,0.0,-1,x,0,-0.3
COCc1nnc(NC(=O)CC(c2ccccc2)c2ccccc2)s1,-1,-1.9,0.6,x,-0.6,1,x,-11,-0.3
Cc1ccc(S(N)(=O)=O)c(C)c1N1CCCC1=O,3,0.3,0.2,1.4,1.1,9,x,2,-0.4
O=C(NCc1nnnn1-c1ccc(F)c(F)c1)c1ccc(S(=O)(=O)N2CCOCC2)cc1,-2,0.3,-2.9,1.4,-0.5,-2,-0.5,0,-0.7
N#Cc1c(N)[nH]c2ccc(Sc3ccccc3)cc12,-34,x,-31,7.0,3.5,-1,x,9,i
CCOc1ccc(CCNC(=O)CN(C)S(=O)(=O)c2cccs2)cc1OCC,10,0.3,-2.2,2.6,2.3,0,2.7,8,-5.9
Clc1ccc(-c2cc3ccccc3nc2N2CCOCC2)cc1,40,-0.2,-2.3,-0.3,11,8,x,4,-0.5
CN(Cc1c(C(=O)N/N=C/c2ccccc2)nnn1-c1nonc1N)C1CCCCC1,-6,1.7,-0.4,-1.1,1.9,5,-6.5,14,0.9
CC1CCCN(S(=O)(=O)c2cccc(C(=O)NCc3ccco3)c2)C1 (stereo unspecified),8,-2.0,-0.6,1.1,-1.4,1,-1.8,10,i
COc1ccc(C(=O)NCCc2nnc3ccc(SCC(=O)N4CCCC4)nn23)cc1,3,-0.6,0.0,0.2,-0.7,5,1.4,-12,-0.7
CCCN1C(=O)C(Cc2nc3ccccc3c(=O)n2C)c2ccccc21 (stereo unspecified),0,-0.1,-1.7,x,0.4,0,5.4,-2,-0.3
COCCn1c(Sc2nc(C)cs2)nc2c1c(=O)[nH]c(=O)n2C,1,x,-2.1,x,0.6,5,-1.1,4,-2.9
CC(=O)N(c1ccccc1)c1ccc([N+](=O)[O-])cc1[N+](=O)[O-],-3,-0.4,-2.4,x,-0.1,0,1.9,2,-0.3
CCOC(=O)Cc1csc(NC(=O)c2ccc(C)cc2)n1,-7,-0.9,-0.7,2.0,-0.6,-3,x,5,-0.3
CCc1ccc(NC(=O)CSc2ccc(-c3ccccn3)nn2)cc1,-5,2.4,-1.7,-0.1,305*,-1,-1.0,-10,-0.3
O=C(CCCC(=O)N/N=C/c1ccccc1C(=O)O)N/N=C/c1ccccc1C(=O)O,1,2.9,-2.4,0.4,-1.2,0,x,2,0.7

# Compounds above that have a furan ring, fused or not (two):
SMILES,Yp Topo-I inh,Mtb UGM inh,FadD28 FP inh,TcdB GH inh,PfHsp40 rescue,FBA Mtb inh,BioA inh,GDH-TPI counter,Vc quorum ag
Cc1ccc(S(=O)(=O)N2CCN(C(=O)c3ccco3)CC2)c(C)c1,11,-2.2,-0.3,-0.3,-1.0,-2,0.9,-3,i
CC1CCCN(S(=O)(=O)c2cccc(C(=O)NCc3ccco3)c2)C1 (stereo unspecified),8,-2.0,-0.6,1.1,-1.4,1,-1.8,10,i

# Remaining list, next part
SMILES,Yp Topo-I inh,Mtb UGM inh,FadD28 FP inh,TcdB GH inh,PfHsp40 rescue,FBA Mtb inh,BioA inh,GDH-TPI counter,Vc quorum ag
O=c1c2ccccc2nc(-c2ccccc2)n1Cc1ccco1,6,-0.6,-1.6,x,0.3,4,0.6,1,x
Cc1ccc(NC(=O)CCN2C(=O)C3CCCCC3C2=O)c(O)c1 (stereo unspecified),10,1.0,-2.5,-0.1,-0.1,-3,x,-7,-1.3
COc1ccc(-c2coc3c(C(=O)NCc4ccc(F)c(F)c4)cccc23)c(C)c1,2,x,-7.8,0.0,x,1,-0.3,-7,i
COc1ccc(CC(=O)Nc2nccs2)cc1OC,-2,-1.5,-0.3,x,0.2,1,x,2,i
CC1(C)C(=O)OC(c2ccccc2)C(C)(C)C1=O (stereo unspecified),4,0.9,-2.1,2.4,-0.2,0,-0.8,2,-0.6
Cc1[nH]nc(SCC(=O)NC2CCCCC2)c1[N+](=O)[O-],-2,1.1,-2.5,0.2,-0.3,-1,x,3,-0.2
Cc1ccccc1-c1cnc(C(O)c2ccc(F)cc2C)[nH]1 (stereo unspecified),-2,x,-3.7,1.7,x,-4,0.4,-1,-0.2
COc1ccc(-c2cc(C)no2)cc1S(=O)(=O)N1CCOc2ccccc21,1,-0.2,-1.3,-0.3,15,2,-5.3,0,-0.4
CCN(CC)CCNc1nc(SC)nc2sc3c(c12)CCN(C)C3,0,-0.1,-1.8,0.3,0.5,41*,4.3,1,3.7
CCN(CC)S(=O)(=O)c1cccc(NC(=O)c2ccc(Br)cc2)c1,9,-0.6,-8.3,1.3,1.1,1,x,-2,-0.3
CCCCSC1=N/C(=C/c2ccsc2)C(=O)N1c1ccccc1,31,-0.9,-4.6,-0.8,-1.5,5,-0.6,6,-0.6
O=C(Nc1cccc(-c2cscn2)c1)C1CCN(Cc2ccsc2)CC1,5,1.0,-3.9,4.2,1.6,6,0.4,5,-1.7
Cc1ccc(N2CCN(C(=O)N3CCCC3)CC2)cc1C,18,-4.2,-2.4,x,0.2,-1,0.0,1,i
N#Cc1c(NC(=S)NC(=O)c2ccccc2)sc2c1CCCC2,-4,-1.7,-2.8,x,4.9,0,-0.3,3,i
CCCCOc1ccc(-c2ncc([N+](=O)[O-])cn2)cc1,1,2.1,-3.1,-0.4,1.3,1,x,4,-0.5
NC(=O)CN1CCN(S(=O)(=O)c2ccc(Cl)cc2)CC1,-10,0.6,-2.9,0.4,-1.3,-6,x,-5,-1.4
Cc1cc(NC(=O)COC(=O)C2CCC2)no1,-1,-0.2,-1.6,0.3,-0.2,2,x,4,i
COc1cccc(NC(=O)c2nn(-c3ccc(OC)cc3OC)c(=O)c3ccccc23)c1,20,1.1,-4.9,-0.8,-1.3,-3,x,1,i
COc1cccc(CC2(CO)CCN(CC3=CC[C@H]4C[C@@H]3C4(C)C)CC2)c1,9,2.4,-5.1,1.4,-0.1,-4,1.6,-4,i
CN(C)Cc1c(O)ccc2c(=O)c(-c3ccccc3)c(C(F)(F)F)oc12,4,-3.0,-0.4,0.5,10,1,-1.2,14,-0.8
O=C(CSc1ncnc2nc[nH]c12)c1ccc2ccccc2c1,11,-0.4,-9.8,x,0.7,-6,0.0,-12,i
Fc1ccc(-c2csc(/C=C/c3ccc4c(c3)OCO4)n2)cc1,-4,-1.4,0.9,0.5,0.8,-1,x,1,-0.2
O=C1OC2(CCCC2)OC(=O)C1=Cc1c[nH]c2ccccc12,-3,3.1,-1.8,1.7,0.0,-4,x,-3,-2.6
CC(C)c1ccc(C2C(C(=O)c3ccco3)=C(O)C(=O)N2CCN2CCOCC2)cc1 (stereo unspecified),3,0.3,-0.9,-0.3,1.5,0,-0.9,11,0.1
O=C1NC(c2cccnc2)Nc2sc3c(c21)CCCC3 (stereo unspecified),1,-2.1,-0.9,x,0.6,9,5.0,18,-0.2

# 2 consecutive compounds from above, for reference:
SMILES,Yp Topo-I inh,Mtb UGM inh,FadD28 FP inh,TcdB GH inh,PfHsp40 rescue,FBA Mtb inh,BioA inh,GDH-TPI counter,Vc quorum ag
O=c1c2ccccc2nc(-c2ccccc2)n1Cc1ccco1,6,-0.6,-1.6,x,0.3,4,0.6,1,x
Cc1ccc(NC(=O)CCN2C(=O)C3CCCCC3C2=O)c(O)c1 (stereo unspecified),10,1.0,-2.5,-0.1,-0.1,-3,x,-7,-1.3

# (next part)
SMILES,Yp Topo-I inh,Mtb UGM inh,FadD28 FP inh,TcdB GH inh,PfHsp40 rescue,FBA Mtb inh,BioA inh,GDH-TPI counter,Vc quorum ag
Cc1ccc(NC(=O)C(C)Sc2nnc(C)n2C)cc1 (stereo unspecified),1,-0.3,-3.2,0.4,-0.8,3,0.5,-4,-0.2
COc1ccc(C2/C=C\CN(C(=O)CC(C)C)CC(=O)N2Cc2ccc(F)cc2)cc1 (stereo unspecified),9,x,-2.8,x,0.9,0,0.9,8,-0.4
COC(=O)/C(C#N)=C/c1ccc(C)o1,-1,-1.0,-2.3,0.2,0.4,1,0.6,18,-0.4
CCCCOc1ccc(CSc2ncn[nH]2)cc1,-3,1.6,-7.5,x,1.9,-6,2.0,7,-7.9
OC(c1cccc(F)c1)c1ncc(-c2ccc(Oc3ccccc3)cc2)[nH]1 (stereo unspecified),-10,x,-4.2,0.1,x,2,-2.4,0,-0.5
CCn1cc(S(=O)(=O)CC(=O)Nc2ccc(C)cc2)c2ccccc21,12,1.2,-0.7,x,0.5,-3,1.7,4,x
COCCn1c(SCC(=O)N2CC(=O)Nc3ccccc32)nc2ccccc2c1=O,-7,0.5,-2.3,-1.5,0.0,0,x,-5,-0.2
OC1(c2ccc(Cl)cc2)CN(c2ccccc2)C2=[N+]1CCS2 (stereo unspecified),17,3.7,-2.5,1.3,0.9,1,x,1,0.7
CCOc1ccc(CCNC(=O)CSc2nn(-c3ccc(C)c(Cl)c3)c(=S)s2)cc1OCC,-4,-0.6,-1.7,0.0,-1.2,2,-3.7,3,-0.6
O=[N+]([O-])c1cc(S(=O)(=O)N2CCOCC2)ccc1OCc1cccc(Cl)c1,10,-1.9,-0.1,0.0,-0.4,0,-2.9,9,-1.1
CCCCNC(=S)NC(=O)c1ccccc1Br,1,-2.0,-1.1,1.1,2.2,7,x,2,-0.4
Cc1cccc(NS(=O)(=O)c2cccc(C(=O)NNC(=O)c3ccccc3O)c2)c1,-4,2.9,-2.3,0.9,18,-3,-0.2,6,-4.0
O=C(/C=C/c1ccc(Cl)cc1Cl)c1ccc[nH]1,-5,2.1,-0.2,1.3,-0.9,2,0.0,15,i
O=c1ccc2cc3c4c(c2o1)CCCN4CCC3,-13,1.4,-0.2,-0.6,0.0,54*,-11,0,i
O=C(CCS(=O)(=O)c1ccccc1)Nc1nccs1,2,0.5,0.1,0.4,-0.9,0,-2.1,1,-1.0
COC(=O)[C@H]1C[C@@]2(O)CN(S(=O)(=O)c3ccc(C)cc3)C[C@@]2(OC(=O)Nc2c(C)noc2C)C[C@H]1C(=O)OC,-1,x,-3.7,0.5,x,-1,-2.9,2,-0.8
NC(=O)c1cc(C(=O)c2ccc(Cl)cc2)c[nH]1,7,1.4,-1.7,0.9,-0.1,1,x,2,i
CC(C)N=C(NS(=O)(=O)c1ccccc1)C(Cl)(Cl)Cl,4,-1.9,-2.7,1.4,6.4,-1,-1.3,6,4.9
Cn1cncc1C#Cc1ccc2cc(CCCO)oc(=O)c2c1,-5,0.4,-1.2,-0.5,-1.9,47*,-1.2,34*,i
CS(=O)(=O)N(CC(=O)NCCSCc1ccccc1)c1ccccc1F,-14,1.0,-1.8,0.4,-0.7,0,-0.2,11,-0.3
COc1ccccc1OCC(=O)NNC(=O)c1c(-c2ccccc2Cl)noc1C,16,-1.3,-0.3,1.3,0.9,4,x,3,-0.5
COc1ccc(OCC(=O)N2CCN(c3cccc(C(F)(F)F)c3)CC2)cc1,14,3.8,-2.2,x,-1.2,-3,x,3,3.8

# Screens: PubChem, several laboratories
